RPL19A TOR yeast – modulators of TOR pathway RPL19A-GFP in S. cerevisiae. percent response vs DMSO, % at 10 µM. S. cerevisiae RPL19A-GFP strain, flow cytometry, 3 h; stronger effect = lower value. hit rate 0.3% among 330,000;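 active means percent response vs DMSO below 50%; inconclusive means fewer than 70 events counted for the yeast strain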;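 further: median channel GFP fluorescence of the barcoded RPL19A-GFP strain; ratio of sample median GFP to plate DMSO average so 100% = DMSO; lower means less RPL19A-GFP as with rapamycin TOR inhibition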
MEP2-GFP yeast – modulators of TOR pathway MEP2-GFP in S. cerevisiae | S. cerevisiae MEP2-GFP strain, flow cytometry GFP, 3 h; 100% = DMSO control level | GFP response vs DMSO, % at 10 µM | hit rate 0.51% among 330,000 | AID 2016;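 active means GFP response versus DMSO above a set limit, roughly screen mean plus 3 SD, cut at about 180% in these data; inconclusive means fewer than 70 cells counted for a yeast strain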;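 further: median GFP fluorescence of the barcode-gated MEP2-GFP cells per well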
LAP4-GFP MLPCN – alters LAP4-GFP fluorescence in TOR pathway yeast screen | S. cerevisiae LAP4-GFP multiplex, flow cytometry GFP, 3 h; median GFP as percent of DMSO wells | GFP response vs DMSO, % at 10 µM | hit rate 0.34% among 320,000;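 active means GFP response vs DMSO above a set limit, about the screen mean plus 3 SD, cut at about 150% in these data; inconclusive means under 70 cell events counted for the yeast strain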
JMJD2C inh – human JMJD2C demethylase inhibition; AID 2099; Q9H3R0; GST-JMJD2C(1-420) H3K9me3 demethylation, DELFIA europium; hit rate 0.069% among 330,000; inhibition, % at 2.35 µM;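 active means more than half of a compound's replicate wells show inhibition beyond 50%, single wells judged on their own value; inconclusive means some, but no more than half, of replicates pass 50% inhibition; inactive means no replicate passes 50% inhibition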;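 further: signal counts dimethyl H3K9 product captured on neutravidin plate; 0% = median of DMSO wells and 100% = 0.3 times that DMSO median; strong numbers were not always called active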
Target sequence (Q9H3R0 1-420 limits assumed): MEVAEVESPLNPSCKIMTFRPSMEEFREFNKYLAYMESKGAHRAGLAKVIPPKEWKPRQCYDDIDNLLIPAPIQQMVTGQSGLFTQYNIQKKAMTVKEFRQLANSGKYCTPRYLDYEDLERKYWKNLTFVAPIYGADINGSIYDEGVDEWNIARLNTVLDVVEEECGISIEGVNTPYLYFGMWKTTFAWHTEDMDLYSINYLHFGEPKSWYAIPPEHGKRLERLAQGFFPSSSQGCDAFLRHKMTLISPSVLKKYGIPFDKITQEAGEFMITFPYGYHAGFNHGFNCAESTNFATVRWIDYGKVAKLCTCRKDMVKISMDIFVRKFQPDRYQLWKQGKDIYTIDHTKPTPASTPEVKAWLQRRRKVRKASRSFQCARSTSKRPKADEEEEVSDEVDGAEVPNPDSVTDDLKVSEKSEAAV
CR mimetic SO – lowers age-related superoxide in aged yeast cells | superoxide response (% of plate mean), % at 10 µM | S. cerevisiae aged cells, superoxide DHE fluorescence; stronger effect = lower value | hit rate 0.18% among 330,000;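 active means superoxide response under a set limit, about three screen SD below normal, cut at about 65% in these data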;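 further: yeast aged for seven days with compound at 30 °C before DHE staining; 100% = average MFI of all compound-treated wells on the plate with controls excluded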
AHR act – activates the human aryl hydrocarbon receptor. P35869. AHR-responsive luciferase reporter cells, luminescence. activation, % at 5 µM. hit rate 2.5% among 320,000. AID 2796; in the data active means activation above about 47%;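 further: 0% = vehicle wells and 100% = reference agonist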
procasp3 activ – activates human procaspase-3; recombinant procaspase-3 D3A, Ac-DEVD-pNA absorbance 405 nm; activation, % at 8.5 µM; hit rate 0.11% among 330,000;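 active means activation above the mean of all tested compounds plus 3 SD, cut at about 21% in these data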;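 further: 0% = DMSO alone and 100% = DMSO wells spiked with extra 5 µM PC-3 D3A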
Target sequence (P42574 whole entry D9A/D28A/D175A): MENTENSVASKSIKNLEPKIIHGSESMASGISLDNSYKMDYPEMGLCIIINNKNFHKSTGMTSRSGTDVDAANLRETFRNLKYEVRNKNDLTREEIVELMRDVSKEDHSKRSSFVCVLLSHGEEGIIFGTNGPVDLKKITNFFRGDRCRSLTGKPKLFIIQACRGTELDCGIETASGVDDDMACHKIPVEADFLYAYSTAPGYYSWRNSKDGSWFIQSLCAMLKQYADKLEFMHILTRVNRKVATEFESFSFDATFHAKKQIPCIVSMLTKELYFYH
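Technique: 405 nm absorbance of p-nitroaniline, reads at 0 and 120 min; Test system: Procaspase-3 D3A mutant; Incubation: 1 h enzyme-compound preincubation, then 2 h substrate reaction, 25 °C; Repeats: singlicate, each compound tested once; Benchmarks: low control DMSO wells, high control DMSO plus 5 µM PC-3 D3A.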
proCasp7 act – activates human procaspase-7, counter-screen for procaspase-3 activators; P55210; recombinant procaspase-7, Ac-DEVD-pNA absorbance 405 nm; D23A/D198A/D206A triple mutant, cannot self-cleave; scale: DMSO 0, 5 µM enzyme 100; activation, % at 8.5 µM; hit rate 0.093% among 330,000;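 active means percent activation above the screen-wide mean plus 3 SD, cut at about 25% in these data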
Target sequence (P55210 whole entry D23A/D198A/D206A): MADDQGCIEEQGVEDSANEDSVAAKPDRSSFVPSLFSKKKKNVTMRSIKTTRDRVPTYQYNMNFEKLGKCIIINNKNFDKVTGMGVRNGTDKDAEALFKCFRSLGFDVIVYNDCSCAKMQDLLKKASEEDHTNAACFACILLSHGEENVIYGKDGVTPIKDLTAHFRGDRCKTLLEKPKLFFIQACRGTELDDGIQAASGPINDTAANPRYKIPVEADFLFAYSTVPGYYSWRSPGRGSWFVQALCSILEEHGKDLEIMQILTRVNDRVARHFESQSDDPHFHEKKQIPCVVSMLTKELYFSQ
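Assay system: Uncleavable procaspase-7 mutant enzyme | Input: 2 µM procaspase-7 mutant as dispensed | Timing: 1 h compound preincubation, 2 h substrate cleavage, 25 °C | Repeats: One well per compound | Control set: DMSO wells as 0%, DMSO with 5 µM added PC-7 as 100% | Technique: Epi-absorbance of released pNA at 405 nm, two timepoints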
The depositor's hits bear a star; ? = inconclusive; nt = not tested or not shown; & = joins results of further samples.

SMILES	RPL19A TOR yeast	MEP2-GFP yeast	LAP4-GFP MLPCN	JMJD2C inh	CR mimetic SO	AHR act	procasp3 activ	proCasp7 act
CCOC(=O)C1CCN(C(=O)COC(=O)COc2ccc(Cl)cc2)CC1	99.4	91.6	106.1	15.8	95.5	2.1	6.8	1.7
CCOC(=O)C1CCN(C(=S)Nc2ccc(C)cc2)CC1	101.0	99.4	103.6	3.1	92.6	1.0	2.1	-3.1
Cc1cc(OCC(=O)NCc2ccccn2)cc(C)c1Br	103.7	102.9	98.2	5.0	108.4	25.7	-4.5	10.1
Cc1nc(SCc2ccccc2)[nH]c(=O)c1CC(=O)OCC(C)C	99.5	101.0	85.5	30.0	109.9	-0.8	2.4	-6.9
COc1ccc(CNC(=O)C(=O)NCC(c2ccco2)N2CCOCC2)cc1 (stereo not given)	99.1	98.5	88.7	-3.9	101.5	-0.3	0.7	-5.1
O=C(COC(=O)/C=C/c1ccc(C(F)(F)F)cc1)NCC1CCCCC1	99.7	99.4	117.6	-3.4	109.0	2.3	0.1	9.0
CCCCc1ccc(NC(=S)NCc2cccnc2)cc1	97.5	101.6	97.1	13.3	100.6	1.9	-1.7	-1.7
COC(=O)c1ccc(CSc2nnc(-c3ccncc3)n2Cc2ccccc2)o1	105.2	103.1	101.5	6.8	108.7	5.5	-6.2	-2.3
Cc1cc(NCC(C)C)n2ncnc2n1	101.2	106.0	96.8	-1.0	95.0	3.5	6.2	6.4
Cc1cc(Cl)c(S(=O)(=O)NC2CCCC2)cc1OCC(N)=O	100.7	93.8	83.4	-3.5	97.9	-0.3	0.7	-2.9
Cc1ccc(C(=O)NC(=S)N2CCCCCC2)cc1	101.0	97.8	102.7	3.9	92.6	-0.6	5.5	8.2
CCn1c(SCC(=O)Nc2cc(F)ccc2C)nnc1-c1ccccc1O	101.0	101.9	98.3	12.2	98.7	-3.6	4.5	5.5
CCOc1ccc(NC(=O)C(c2ccccn2)N(C(=O)CCl)c2ccc(F)cc2)cc1 (stereo not given)	102.2	104.8	92.2	-2.3	104.9	19.8	-5.6	5.6
COc1ccccc1CC(=O)N1CCCC1	98.5	101.4	95.0	14.3	83.6	6.8	-7.8	4.8
COc1cccc(CC2(CO)CCCN(Cc3cc(F)ccc3-n3cccn3)C2)c1 (stereo not given)	98.1	104.2	99.9	-12.4	85.3	1.9	9.7	1.3
CCOCCc1nnc(NC(=O)C(C)Oc2ccccc2)s1 (stereo not given)	99.7	102.4	113.6	-3.7	95.7	1.9	2.9	-0.1
Cc1ccccc1NC(=O)COC(=O)CCc1c[nH]c2ccccc12	98.1	92.9	98.3	5.7	98.0	2.8	1.3	10.6
O=C(NC(=S)N1CCN(c2ccc(Cl)cc2[N+](=O)[O-])CC1)c1cccs1	92.8	96.7	112.2	-10.6	81.4	1.3	-3.6	-13.2
COc1ccc(CCNc2oc(COc3ccccc3F)nc2C#N)cc1OC	94.8	91.8	104.9	14.8	94.7	21.4	5.7	1.9
COC(=O)c1ccc(S(=O)(=O)NCc2ccc(S(N)(=O)=O)cc2)o1	101.5	97.9	100.7	0.4	97.0	-6.0	6.3	8.0
O=C(CCCOc1ccc(Cl)cc1Cl)Nc1nnc(C2CC2)s1	99.0	104.1	98.3	-2.6	126.7	-4.2	0.8	-2.9
O=C(CN1CCN(S(=O)(=O)c2ccc(F)c(Cl)c2)CC1)N1CCNC1=O	109.6	107.3	114.1	nt	92.7	1.3	5.8	-6.7
Clc1ccc(C#Cc2cccnc2)cc1	100.7	94.2	118.8	?	92.6	-7.0	-4.8	4.8
Cc1noc(C)c1S(=O)(=O)N1CCC(C(=O)Nc2ccc(OC(F)(F)F)cc2)CC1	96.8	93.6	99.6	-2.3	102.5	-0.3	5.5	-2.5
CC(C)C(=O)NNC(=O)CSc1ncnc2c1cnn2-c1ccccc1Cl	110.7	109.2	99.5	-14.5	105.1	2.0	6.0	0.6
CCc1ccc(OCC(=O)NNC(=O)Cc2ccc(S(=O)(=O)N3CCOCC3)s2)cc1	98.3	105.0	102.6	43.5	80.5	-0.6	0.9	10.3
CNCCC1Sc2ccccc2Oc2ccccc21 (stereo not given)	101.0	102.2	98.5	-12.9	85.3	0.2	10.4	-6.4
CCn1c(/C=C/c2c(C)n(CC)c3ccccc23)nc2ccccc2c1=O	95.4	91.5	97.0	-4.5	105.2	1.7	-6.4	10.2
COc1ccc(CCNC(=O)C2CCCN(S(=O)(=O)c3ccccc3)C2)cc1 (stereo not given)	92.4	92.0	85.1	-0.3	109.1	-0.6	-0.1	4.6
COc1ccc(-n2c(Cn3c(=O)sc4ccccc43)nnc2SC)cc1	99.1	109.2	110.6	-6.1	96.9	-0.4	8.1	4.2
CCCCCn1c(CN2CC(C)OC(C)C2)nc2c1c(=O)n(C)c(=O)n2C (stereo not given)	97.1	94.3	97.8	2.7	114.2	-2.1	-1.7	2.9
Cc1ccc(NC(=O)C2(N(CC(C)C)C(=O)Cn3nnnc3N)CCCCC2)cc1	105.4	102.4	86.7	-6.7	115.3	1.9	4.3	3.4
COc1ccc(C(=O)N(CN2CCCC2=O)c2cc(C)on2)cc1OC	96.2	95.4	99.3	10.6	111.0	0.3	-1.7	14.1
Cc1ccc(N(CC(=O)N/N=C/c2ccc(OCC(N)=O)cc2)S(C)(=O)=O)cc1Cl	106.7	97.1	103.9	62.6	93.8	-0.5	3.5	-5.2
COC(=O)CC1C(=O)NCCN1C(=S)NC(=O)c1sc2ccccc2c1Cl (stereo not given)	96.3	100.2	99.8	-3.9	105.2	3.4	-9.8	-25.8
Cc1ccc2c(CC(=O)Nc3nc(C)cs3)coc2c1	91.1	91.5	90.3	-5.8	98.0	29.5	1.7	-4.1
CCOc1ccccc1-c1nc(CN2CCN(C(=O)c3ccco3)CC2)c(C)o1	98.5	99.8	97.8	-0.1	113.2	6.2	4.5	-8.3
Cc1cccc(CCNC(=O)C2CCCN(c3cnccn3)C2)c1 (stereo not given)	104.0	108.9	98.5	-1.3	101.3	73.4*	1.4	-0.1
Cc1ccc(CNC(=O)c2cnccn2)cc1	105.8	105.6	98.9	-1.2	93.1	1.1	11.1	-2.4
O=S(=O)(c1ccccc1)c1nc(-c2ccccc2)oc1NCCCN1CCOCC1	101.0	101.6	107.3	-5.1	105.0	-1.8	4.0	0.3
O=C(N/N=C\c1cccc(Cl)c1)c1n[nH]c2c1CCCC2	100.8	102.6	99.5	-2.0	107.6	31.7	-4.0	-7.4
CC1=C(C(=O)OCCOc2ccccc2)C(c2ccc(C)o2)C2=C(CC(C)(C)CC2=O)N1 (stereo not given)	88.0	91.6	92.5	-3.5	111.7	2.8	-4.0	0.7
Cc1ccc(N(C(C)C(=O)Nc2ccc(S(=O)(=O)N3CCOCC3)cc2)S(C)(=O)=O)cc1C (stereo not given)	99.3	98.2	101.8	30.1&-2.6	95.7	-0.2	1.9	1.3
Cc1noc2ncc(C(=O)c3cc(F)ccc3O)cc12	113.8	99.6	102.7	-6.1	96.8	9.6	8.5	3.2
O=C(CNC(=O)c1ccco1)Nc1ccc(F)cc1	107.1	100.2	105.2	4.6	133.5	7.8	0.7	-0.2
CSc1ccc(C2C(C(=O)c3ccco3)=C(O)C(=O)N2c2nnc(SC)s2)cc1 (stereo not given)	98.5	103.5	96.6	-4.0	97.8	8.3	-20.1	-46.8
CCN1CCN(Cc2ccc(NC(=O)c3cc(NC(=O)c4cc(C)on4)cc(OC)c3)cc2C(F)(F)F)CC1	105.1	93.7	111.2	-5.9	104.9	4.6	6.2	2.8
CSc1nnc(NC(=O)c2ccc3c(c2)OCO3)s1	98.8	102.1	115.6	-2.3	101.2	20.1	3.2	4.7
CCN(CC)CCNC(=O)c1cn(-c2ccccc2)nc1-c1cccs1	100.8	106.1	100.2	-18.9	89.1	3.4	1.6	0.3
CN(C(=O)c1cccc(C#N)c1)c1nnc(C2CCCO2)s1 (stereo not given)	102.3	113.8	112.3	17.1	94.8	0.2	4.2	-0.4
CC[C@H](C)[C@H](NC(=O)[C@H](Cc1ccc(O)cc1)NC(=O)[C@@H](N)C(C)C)C(=O)N[C@@H](Cc1cnc[nH]1)C(=O)N1CCC[C@H]1C(=O)N[C@@H](Cc1ccccc1)C(=O)O	95.3	93.0	103.8	-46.6	101.4	0.8	-0.8	6.6

Rewritten with bars between the fields: entries from further up
molecule | RPL19A TOR yeast | MEP2-GFP yeast | LAP4-GFP MLPCN | JMJD2C inh | CR mimetic SO | AHR act | procasp3 activ | proCasp7 act
Cc1nc(SCc2ccccc2)[nH]c(=O)c1CC(=O)OCC(C)C | 99.5 | 101.0 | 85.5 | 30.0 | 109.9 | -0.8 | 2.4 | -6.9
COc1ccc(CNC(=O)C(=O)NCC(c2ccco2)N2CCOCC2)cc1 (stereo not given) | 99.1 | 98.5 | 88.7 | -3.9 | 101.5 | -0.3 | 0.7 | -5.1
O=C(COC(=O)/C=C/c1ccc(C(F)(F)F)cc1)NCC1CCCCC1 | 99.7 | 99.4 | 117.6 | -3.4 | 109.0 | 2.3 | 0.1 | 9.0
CCCCc1ccc(NC(=S)NCc2cccnc2)cc1 | 97.5 | 101.6 | 97.1 | 13.3 | 100.6 | 1.9 | -1.7 | -1.7
COC(=O)c1ccc(CSc2nnc(-c3ccncc3)n2Cc2ccccc2)o1 | 105.2 | 103.1 | 101.5 | 6.8 | 108.7 | 5.5 | -6.2 | -2.3
Cc1cc(NCC(C)C)n2ncnc2n1 | 101.2 | 106.0 | 96.8 | -1.0 | 95.0 | 3.5 | 6.2 | 6.4
Cc1cc(Cl)c(S(=O)(=O)NC2CCCC2)cc1OCC(N)=O | 100.7 | 93.8 | 83.4 | -3.5 | 97.9 | -0.3 | 0.7 | -2.9
Cc1ccc(C(=O)NC(=S)N2CCCCCC2)cc1 | 101.0 | 97.8 | 102.7 | 3.9 | 92.6 | -0.6 | 5.5 | 8.2
CCn1c(SCC(=O)Nc2cc(F)ccc2C)nnc1-c1ccccc1O | 101.0 | 101.9 | 98.3 | 12.2 | 98.7 | -3.6 | 4.5 | 5.5
CCOc1ccc(NC(=O)C(c2ccccn2)N(C(=O)CCl)c2ccc(F)cc2)cc1 (stereo not given) | 102.2 | 104.8 | 92.2 | -2.3 | 104.9 | 19.8 | -5.6 | 5.6
COc1ccccc1CC(=O)N1CCCC1 | 98.5 | 101.4 | 95.0 | 14.3 | 83.6 | 6.8 | -7.8 | 4.8
